TNAP inh hi DEA: inhibitors of human TNAP at high phosphate acceptor concentration; AID 1135; inhibition, % at 20 µM; 200,000 tested, 0.03% active; purified TNAP, CDP-star luminescence, 1 M DEA; P05186;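 active = over 50% inhibition of tissue-nonspecific alkaline phosphatase at 20 µM in the single-dose screen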;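 also: plate controls were DMSO wells for no effect and EDTA-quenched wells as full inhibition for full effect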
Target sequence (P05186 whole entry, looked up): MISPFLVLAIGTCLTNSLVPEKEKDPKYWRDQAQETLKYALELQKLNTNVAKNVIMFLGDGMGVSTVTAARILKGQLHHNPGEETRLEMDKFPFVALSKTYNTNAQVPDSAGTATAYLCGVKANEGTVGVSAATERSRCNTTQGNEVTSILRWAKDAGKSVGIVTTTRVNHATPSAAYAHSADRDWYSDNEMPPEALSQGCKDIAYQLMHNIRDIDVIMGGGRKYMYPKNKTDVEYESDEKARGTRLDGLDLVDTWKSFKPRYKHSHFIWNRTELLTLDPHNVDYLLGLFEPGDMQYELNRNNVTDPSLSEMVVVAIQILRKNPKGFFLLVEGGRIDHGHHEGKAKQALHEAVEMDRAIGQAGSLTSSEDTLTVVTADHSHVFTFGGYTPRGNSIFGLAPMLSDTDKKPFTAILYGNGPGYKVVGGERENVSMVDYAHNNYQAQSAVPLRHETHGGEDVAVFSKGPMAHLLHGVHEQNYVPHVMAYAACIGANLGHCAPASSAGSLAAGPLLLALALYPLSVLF
Diaphorase act: activates diaphorase or chemically reduces, flagging diaphorase assay artifacts; Diaphorase/resazurin coupled assay, resorufin fluorescence, 16 min; stronger effect = higher value; 1 = vehicle wells, 0 = NADH-free wells; activation factor at 20 µM; 190,000 tested, 0.005% active;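 active = diaphorase activity raised at least twofold by the compound at 20 µM; inactive = activation factor below 2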
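Material: purified diaphorase enzyme from Clostridium kluyveri / Medium: HEPES pH 7.4 buffer with MgCl2 and Tween 20 / Schedule: enzyme reaction of 16 min at room temperature / Measured by: resorufin fluorescence, excitation 544 nm, emission 590 nm / Evaluation: rise in resorufin formation, marking diaphorase activation or chemical reduction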
Diaph inh CS: diaphorase inhibition or chemical oxidation counter-screen. diaphorase resazurin-to-resorufin fluorescence, NADH, 16 min; bacterial (C. kluyveri) enzyme, not human. inhibition, % at 20 µM. 190,000 tested, 0.69% active;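 active = primary screen inhibition at 20 µM above a set limit, cut at about 50% in these data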;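 also: plate controls were DMSO with full reaction for no effect and wells lacking NADH for full effect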
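System: Bacterial diaphorase enzyme (C. kluyveri) | Incubation: 16-min room-temperature incubation before reading | Benchmarks: No-NADH positive control and DMSO neutral control | Measured by: Resorufin fluorescence 544/590 nm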
G6PDH counter: inhibits Leuconostoc G6PDH, flagging false hits in G6PDH-based assays | Purified L. mesenteroides G6PDH, diaphorase/resazurin coupled fluorescence, 45 min | inhibition, % at 5 µM | 200,000 tested, 0.12% active | AID 1020; in the data active = inhibition above about 50%
TNAP act hi DEA: increases human TNAP activity under high phosphate acceptor concentration. activation factor at 20 µM. 200,000 tested, under 10 active. purified TNAP, CDP-star luminescence, 1 M DEA, 30 min; stronger effect = higher value; 0 = EDTA background, 1 = DMSO-only activity. P05186;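 active = activation factor at least 2 at 20 µM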
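Control set: EDTA negative control, DMSO positive control / Assay system: human TNAP / Quantity: TNAP 1/800 final / Evaluation: TNAP activation factor scaled between EDTA and DMSO control wells / Measured by: luminescent substrate turnover signal / Compound dosing: one dose, 20 µM / Times: 30 min enzyme reaction at room temperature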
PMI activator: increases human mannose-6-phosphate isomerase activity | P34949 | purified human PMI, coupled resazurin fluorescence, 20 min; stronger effect = higher value; 1 = vehicle control, 0 substrate-free wells | activation factor at 20 µM | 190,000 tested, 0.005% active | AID 1214;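 active = activation factor of 2 or more at 20 µM, relative to plate controls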
Target sequence (P34949 whole entry, looked up): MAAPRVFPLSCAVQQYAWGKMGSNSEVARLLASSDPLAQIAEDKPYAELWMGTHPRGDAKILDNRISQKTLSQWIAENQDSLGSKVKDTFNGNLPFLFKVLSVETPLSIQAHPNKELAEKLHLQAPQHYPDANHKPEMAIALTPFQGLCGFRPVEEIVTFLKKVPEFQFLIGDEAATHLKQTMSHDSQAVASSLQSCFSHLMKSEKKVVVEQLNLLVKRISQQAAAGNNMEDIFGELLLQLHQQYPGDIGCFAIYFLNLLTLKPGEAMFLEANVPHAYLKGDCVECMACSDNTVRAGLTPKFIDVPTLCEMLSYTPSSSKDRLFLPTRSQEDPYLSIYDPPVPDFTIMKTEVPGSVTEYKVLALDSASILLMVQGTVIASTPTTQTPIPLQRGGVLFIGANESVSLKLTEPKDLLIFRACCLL
TNAP inh no acc: TNAP (human) inhibition, acceptor-free conditions. P05186. purified TNAP, CDP-star luminescence, 30 min. inhibition, % at 20 µM. 200,000 tested, 0.26% active;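 active = tissue-nonspecific alkaline phosphatase inhibition above about 50% at 20 µM in the single-dose screen, limit read from the data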;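 also: 0% = DMSO negative control and 100% = EDTA positive control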
HMGR II inh: E. faecalis class II HMG-CoA reductase inhibition; inhibition, % at 10 µM; 190,000 tested, 0.41% active; AID 1066; purified E. faecalis HMGR, NADPH absorbance 340 nm kinetic;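 active = inhibition above a set limit, the median over all tested compounds plus 3 SD, cut at about 9.5% in these data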;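 also: enzyme runs in reverse so mevalonate oxidation gives rising NADPH absorbance; 0% = complete reaction with DMSO and 100% = background rate lacking mevalonate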
FLuc stim CS: affects firefly luciferase, flagging false hits in luciferase stimulation screens. P08659. 200,000 tested, under 10 active. ATPlite luciferase biochemical, luminescence, 10 min; 0 = ATP-free wells, 1 = DMSO control. AID 1027. activation factor at 10 µM;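 active = luciferase activation factor, scaled between plate controls, of at least 2 with compound at 10 µM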
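Assay system: Luciferase/luciferin reagent mix; Medium: PBS as buffer for the ATP substrate; Dosing: test compounds dosed from 2 mM stocks in 100% DMSO; Times: 10 min, room temperature; Signal: luminescence from luciferase reaction; Read-out: luciferase activation; Controls: No-ATP low control, compound-free enzyme-plus-ATP high control.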
PMI act hi M6P: PMI (human) activation, high substrate; P34949; coupled PMI enzyme assay, resazurin fluorescence, 20 min; stronger effect = higher value; 1 = untreated enzyme, 0 = substrate-free blank; activation factor at 20 µM; 190,000 tested, 0.34% active; AID 1216;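 active = activation factor of 2 or more at 20 µM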
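Test system: human phosphomannose isomerase with PGI, G6PDH, diaphorase coupling enzymes / Doses: 20 µM compound, 1% DMSO / Times: enzyme reaction with compound 20 min at room temperature / Measured by: Diaphorase-driven resazurin-to-resorufin fluorescence, excitation 544, emission 590 nm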
Starred values were filed as active, the others as inactive; x = no result given.

1. COc1ccc(C2CCCN2C(=S)Nc2ccc(C)c(C)c2)cc1OC (configuration not stated)
2. O=C1c2ccccc2C(=O)N1CCC(=O)N1CCCc2ccccc21
3. CC(=O)Nc1cccc(/C(C)=N/NC(=O)c2c(-c3ccccc3Cl)noc2C)c1
4. O=C(N/N=C/c1ccc[nH]1)c1ccc(O)cc1
5. Cc1ccccc1OCCCC(=O)Nc1ccccc1C(F)(F)F
6. O=C(Nc1ccc(C(F)(F)F)cc1Cl)c1ccc(Cn2cc(Br)cn2)o1
7. CCOC(=O)N1CCN(c2c(NCCc3ccc(OC)c(OC)c3)c(=O)c2=O)CC1
8. COc1cc(OC)cc(C(=O)NC2CC3CCC(C2)N3Cc2ccco2)c1 (configuration not stated)

compound no.,1,2,3,4,5,6,7,8
TNAP inh hi DEA,-4,-4,1,6,1,0,0,-9
Diaphorase act,0.9,1,0.9,0.7,0.8,0.9,0.8,0.8
Diaph inh CS,15,-4,14,34,21,15,19,17
G6PDH counter,2,9,10,16,3,6,4,4
TNAP act hi DEA,1,1,1,0.9,1,1,1,1.1
PMI activator,0.9,1,0.9,1.3,0.9,0.8,0.9,1
TNAP inh no acc,-1,4,-2,-10,-3,-3,-4,-14
HMGR II inh,2,-2,0,1,-7,-7,-3,-6
FLuc stim CS,1.1,1.1,1,0.8,1,1,1,1.1
PMI act hi M6P,1,1,0.9,1,0.9,0.9,0.9,0.9

9. CC1CCN(CCNC(=S)Nc2ccc(Cl)cc2)CC1
10. CCOC(=O)c1c(C)[nH]c(C)c1-c1ccccc1OC
11. CC(C)CN1C(=O)/C(=C/c2cccs2)NC1=S
12. Cc1noc(C)c1COC(=O)CN(C)S(=O)(=O)c1ccc(Cl)cc1
13. Cc1cc(-c2nc3ccccc3o2)c2ccccc2n1
14. CCOc1ccccc1C1C(C(N)=O)=C(C)Nc2nc(CCCO)nn21 (configuration not stated)
15. COC(=O)c1[nH]c2ccccc2c1NC(=O)CCN1CCN(C2CCCCC2)CC1
16. COc1ccc(N2CCN(Cc3nc(-c4ccccc4)no3)CC2)cc1

compound no.,9,10,11,12,13,14,15,16
TNAP inh hi DEA,-5,2,12,3,1,-5,-7,-2
Diaphorase act,1,1,0.7,0.9,0.8,0.9,0.9,x
Diaph inh CS,3,3,34,5,17,9,13,x
G6PDH counter,4,13,2,3,10,2,0,10
TNAP act hi DEA,1.1,1,0.9,1,1,1.1,1.1,1
PMI activator,1,1,1.1,0.9,1,0.9,1,x
TNAP inh no acc,-2,-2,14,-3,0,-10,-12,-7
HMGR II inh,-2,-10,-2,0,-1,4,-3,0
FLuc stim CS,1,1,1,1,1,1,1,1
PMI act hi M6P,1.1,1,1.1,1,0.9,0.9,1,x

17. Cc1ccc(C(=O)CSc2nnc(-c3ccco3)n2Cc2ccccc2)cc1
18. OCCC1CN(Cc2c(F)cccc2Cl)CCN1C1CCCCC1 (configuration not stated)
19. CCOC(=O)N1CCN(C(=O)c2ccc(CSc3ccc(Cl)cc3)cc2)CC1
20. CC(=O)NS(=O)(=O)c1ccc(NC(=O)c2ccc(Cl)cc2[N+](=O)[O-])cc1
21. O=C(Nc1cccnc1)c1ccccc1O
22. CCOC(=O)c1cnc2nc(COc3ccccc3)[nH]n2c1=O
23. CCOC(=O)c1c(-c2ccccc2)csc1NC(=O)CSc1nnnn1C
24. O=c1oc2cc(OCc3ccc(F)cc3F)ccc2cc1-c1ccccn1

compound no.,17,18,19,20,21,22,23,24
TNAP inh hi DEA,-4,-1,-2,-6,-2,0,-6,0
Diaphorase act,0.8,1,0.9,0.9,1,0.8,0.9,0.9
Diaph inh CS,22,-1,8,13,-3,18,7,14
G6PDH counter,-4,5,4,7,7,-2,5,-9
TNAP act hi DEA,1,1,1,1.1,1,1,1.1,1
PMI activator,0.9,1,0.9,1.1,1,0.9,1,0.9
TNAP inh no acc,-7,-4,1,-11,-10,-5,-8,-8
HMGR II inh,2,-2,2,4,-4,0,1,1
FLuc stim CS,1,1.1,1,1.1,0.8,1,1,1
PMI act hi M6P,0.9,1,0.9,1,1,0.9,1,0.9

Some of these compounds in order of molar mass, low to high.
13. Cc1cc(-c2nc3ccccc3o2)c2ccccc2n1
16. COc1ccc(N2CCN(Cc3nc(-c4ccccc4)no3)CC2)cc1
18. OCCC1CN(Cc2c(F)cccc2Cl)CCN1C1CCCCC1 (configuration not stated)
14. CCOc1ccccc1C1C(C(N)=O)=C(C)Nc2nc(CCCO)nn21 (configuration not stated)
24. O=c1oc2cc(OCc3ccc(F)cc3F)ccc2cc1-c1ccccn1
17. Cc1ccc(C(=O)CSc2nnc(-c3ccco3)n2Cc2ccccc2)cc1
20. CC(=O)NS(=O)(=O)c1ccc(NC(=O)c2ccc(Cl)cc2[N+](=O)[O-])cc1
23. CCOC(=O)c1c(-c2ccccc2)csc1NC(=O)CSc1nnnn1C
15. COC(=O)c1[nH]c2ccccc2c1NC(=O)CCN1CCN(C2CCCCC2)CC1
19. CCOC(=O)N1CCN(C(=O)c2ccc(CSc3ccc(Cl)cc3)cc2)CC1

compound no.,13,16,18,14,24,17,20,23,15,19
TNAP inh hi DEA,1,-2,-1,-5,0,-4,-6,-6,-7,-2
Diaphorase act,0.8,x,1,0.9,0.9,0.8,0.9,0.9,0.9,0.9
Diaph inh CS,17,x,-1,9,14,22,13,7,13,8
G6PDH counter,10,10,5,2,-9,-4,7,5,0,4
TNAP act hi DEA,1,1,1,1.1,1,1,1.1,1.1,1.1,1
PMI activator,1,x,1,0.9,0.9,0.9,1.1,1,1,0.9
TNAP inh no acc,0,-7,-4,-10,-8,-7,-11,-8,-12,1
HMGR II inh,-1,0,-2,4,1,2,4,1,-3,2
FLuc stim CS,1,1,1.1,1,1,1,1.1,1,1,1
PMI act hi M6P,0.9,x,1,0.9,0.9,0.9,1,1,1,0.9

The results go on.
25. COc1ccc(-n2nnnc2SCC(=O)NCc2ccco2)cc1OC
26. C/C(=N\NC(=O)c1ccccn1)c1ccc(C(=O)O)s1
27. Cc1sc(NC(=O)c2ccccc2)c(C(=O)N2CCN(C)CC2)c1C
28. S=C(Nc1cccc(Br)c1)N1CCn2cccc2C1c1cccnc1 (configuration not stated)
29. COc1ccc(S(=O)(=O)N(C)c2ccc(C(=O)N3CCCC3)cc2)cc1
30. CCOc1ccc(-c2cc(CCCC(=O)NCc3ccc(C)cc3)no2)cc1
31. CC1(C)Cc2nc3sc(C(=O)NCCCO)c(N)c3cc2CS1
32. CN(C)CCCOc1cccc(Cl)c1

compound no.,25,26,27,28,29,30,31,32
TNAP inh hi DEA,-8,-6,-5,1,0,-2,-6,2
Diaphorase act,0.9,0.9,0.9,0.8,0.8,0.9,1,0.9
Diaph inh CS,14,8,8,21,20,6,-1,12
G6PDH counter,0,21,22,8,9,0,13,2
TNAP act hi DEA,1.1,1.1,1,1,1,1,1.1,1
PMI activator,1.1,0.8,1,0.8,0.9,1,1,0.9
TNAP inh no acc,-15,-7,-3,-6,-6,-16,-13,-7
HMGR II inh,0,-10,-4,-2,9.7*,4,0,2
FLuc stim CS,1.1,1,1.1,1.1,1,1,0.9,1
PMI act hi M6P,1,0.9,1,0.8,0.9,1,0.9,1.1

33. CN(C)CCN1C(=O)c2oc3ccc(Cl)cc3c(=O)c2C1c1cccc(Br)c1 (configuration not stated)
34. Nc1nc(NC(=O)c2ccc(Cl)cc2)nn1-c1ccccc1
35. COc1ccc(CCNC(=O)CN(C2CCCCC2)S(C)(=O)=O)cc1OC
36. N#Cc1cccc(NC(=O)Cc2ccccc2)c1
37. Cc1ccc(-c2ccnc3nc(-n4cccc4)nn23)o1
38. COc1ccc(C(=O)OCCNC(=O)c2ccncc2)cc1OC
39. Oc1c(C(c2ccccc2Cl)N2CCCC2)ccc2cccnc12 (configuration not stated)

compound no.,33,34,35,36,37,38,39
TNAP inh hi DEA,-1,-3,0,-3,0,0,-10
Diaphorase act,0.8,1,1.1,0.9,1,0.8,0.4
Diaph inh CS,17,0,-6,9,1,18,55*
G6PDH counter,-4,2,5,7,-6,0,8
TNAP act hi DEA,1,1,1,1,1,1,1.1
PMI activator,0.8,1,1,1,1.1,0.8,0.7
TNAP inh no acc,-11,-9,-6,-7,-5,-16,-85
HMGR II inh,-11,0,x,-2,0,-14,-8
FLuc stim CS,1.1,0.8,1,1.1,1,1,1.1
PMI act hi M6P,0.9,1,1.1,1,1,0.9,0.9

Screens as filed in PubChem BioAssay.

The order is random; overall some 1.7% were active at least once.
